# ROMK mod – ROMK potassium channel modulators, primary screen, cell-based, thallium flux, MLSMR library; Tet-inducible ROMK, thallium flux fluorescence; actives lie on both sides; B-score at 10 µM; 130,000 tested, 2% active; AID 1918, 2009;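 active = signal ratio slope over the read window, or its plate-corrected B-score, at least 3 SD from the plate mean, either direction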;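 also: B-score of the F/F0 ratio slope over 7 to 12 s after thallium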
# Target sequence (P48048 whole entry, looked up): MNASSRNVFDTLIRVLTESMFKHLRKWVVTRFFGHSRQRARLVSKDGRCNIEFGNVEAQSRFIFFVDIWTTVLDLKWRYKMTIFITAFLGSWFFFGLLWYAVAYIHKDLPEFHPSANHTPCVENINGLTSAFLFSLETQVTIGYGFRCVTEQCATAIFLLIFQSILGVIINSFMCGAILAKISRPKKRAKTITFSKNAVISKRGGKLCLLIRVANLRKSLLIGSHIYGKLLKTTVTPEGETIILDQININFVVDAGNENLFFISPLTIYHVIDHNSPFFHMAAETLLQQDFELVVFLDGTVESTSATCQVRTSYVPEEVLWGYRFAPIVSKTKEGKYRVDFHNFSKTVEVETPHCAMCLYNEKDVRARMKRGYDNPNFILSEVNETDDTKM
# * = called active by the depositor. This is a subset; count on the stated rates, not on these rows.
SMILES | ROMK mod
CC(=O)Nc1ccc(NC(=O)C(=O)N/N=C/c2cccnc2)cc1 | -0.7
NC(=O)c1ccc(NC(=O)CSc2nnc(-c3ccncc3)n2Cc2ccco2)cc1 | 0.0063
CN(Cc1nc(-c2cnccn2)no1)Cc1n[nH]c2c1CCCCC2 | 0.62
Cc1cc[n+]2n1CC(O)C2 (configuration not stated) | 0.28
CCN(CC)C(=O)CSc1nnc([C@@H](N)C(C)C)o1 | 1.1
COc1cc2c(cc1OC)C(C)N(C(=O)c1sc(-c3cnccn3)nc1C)CC2 (configuration not stated) | 2.6
Cn1c(=O)c(=O)n(C)c2cc(S(=O)(=O)NCCN3CCN(c4ccccc4F)CC3)ccc21 | 0.75
Nc1cc(N)nc(CS)n1 | 0.52
Cc1c(S(=O)(=O)c2ccccn2)c(N)n(Cc2ccccc2)c1C | 0.67
CCN(CC)S(=O)(=O)c1ccc2c(c1)N(CC(=O)NCc1ccco1)C(=O)CO2 | -0.81
Cc1ccc2cc(C)c3nnc(SCc4ccc(C(=O)O)cc4)n3c2c1C | 1.9
Cc1ccc(Nc2nnc(-c3ccccc3N)o2)cc1C | -1.4
O=C1/C(=C/c2ccncc2)CCc2ccccc21 | -1.7
N/C(=N\N=C\c1ccc([N+](=O)[O-])cc1)c1nonc1N | 0.33
NS(=O)(=O)c1cccc(NC(=O)CSc2ncnc3ccccc23)c1 | -1.2
O=S1(=O)CC2NC(=S)N(c3cccc(Br)c3)C2C1 (configuration not stated) | 0.35
O=C(O)COCC(=O)Nc1cc(C(F)(F)F)cc(C(F)(F)F)c1 | 0.63
N#C/C(=C\N1CCOCC1)S(=O)(=O)c1ccc(Cl)cc1 | 0.5
O=C(CSc1ccccn1)Nc1ccc2c(c1)OCO2 | -0.68
COC(=O)c1c(C)oc(C)c1S(=O)(=O)Nc1ccc(C(C)C)cc1 | -0.61
O=P(c1ccccc1)(c1ccccc1)C(c1ccccn1)P(=O)(c1ccccc1)c1ccccc1 | -1.7
O=C(Nc1nccs1)c1ccc(N2C(=O)[C@@H]3[C@H](C2=O)[C@H]2C=C[C@@H]3C2)cc1 | 0.074
Fc1ccc(-c2nnn3c2nc(NCc2ccccc2)c2ccccc23)cc1 | -0.15
CCCN1C(=O)c2cc(C(=O)Nc3ccccc3C)ccc2C1Nc1ccccc1C (configuration not stated) | 0.84
CCOC(=O)Cn1c(=O)oc2cc(S(=O)(=O)N(C)c3cccc(C)c3)ccc21 | -0.9
CCn1cc(C(=O)NCC(C)C)c(=O)c2cc(F)c(N3CCN(C)CC3)cc21 | -1.1
CCn1c(NC(=O)C(C)C)c(-c2cccs2)c(=O)c2ccccc21 | -0.058
O=C(N/N=C/c1ccc(-c2ccc(Cl)c(C(=O)O)c2)o1)c1cc2c(ccc3ccccc32)o1 | 1.9
Cc1ccc(S(=O)(=O)N(C)C)cc1NC(=O)Nc1ccccc1 | -0.38
Cc1ccc(-c2c[n+](CC(=O)Nc3ccccc3C)c3n2CCC3)cc1 | -0.95

# Next section
SMILES | ROMK mod
O=C(C1CCCCC1)N1CCN(c2ccnc3cc(Cl)ccc23)CC1 | -0.35
O=C(Nc1cccc(Cl)c1)Nc1cccc(C(=O)O)c1 | -0.36
CC1(C)CC(=O)/C(=N/Nc2ccc(Cl)cc2)CO1 | 0.21
COc1cc(C2c3c(-c4ccccc4O)n[nH]c3C(=O)N2Cc2ccco2)cc(OC)c1OC (configuration not stated) | -0.62
Oc1c(C=Nc2ccc(Cl)cn2)sc2ccccc12 | -0.75
CC(=O)N=C1SC2CS(=O)(=O)CC2N1Cc1ccc(C)cc1 (configuration not stated) | -0.77
S=C1NCN(CCc2ccccc2)CN1Cc1ccccc1 | 1.6
Nc1c(-c2ccc(Cl)cc2)cnn1-c1cc(C(F)(F)F)cc(C(F)(F)F)c1 | 1.2
Cc1cc(-c2ccccc2)c2c(n1)sc1c(O)cc(=O)[nH]c12 | 0.11
Cc1ccc(NC(=O)C23CCC(C)(C(=O)[C@H]2Br)C3(C)C)cc1 (some centres not stated) | 1.8
CC(C)(C)C(=O)NNC(=O)c1cc(C(C)(C)C)nn1Cc1ccccc1 | -0.35
Cn1c2c(c(=O)n3ncnc13)CCCC2 | 0.32
CCCN1C(=O)c2cc(C(=O)Nc3ccccc3OC)ccc2C1Nc1ccccc1OC (configuration not stated) | -0.28
CCOC(=O)c1csc(N)c1-c1ccc([N+](=O)[O-])cc1 | 0.26
CCn1cc(C(=O)O)c(=O)c2cc(F)c(N3CCN(C(=S)NC(=O)c4ccccc4F)CC3)cc21 | -0.02
O=C(NCCc1nc2ccccc2[nH]1)/C(=C/c1ccc(F)cc1)NC(=O)c1ccco1 | -1
Cc1ccc(S(=O)(=O)C2(C(=O)NCc3ccccc3Cl)CC2)cc1 | 0.22
NC(=O)c1ccc(/C(N)=N/S(=O)(=O)c2cc(C(F)(F)F)cc(C(F)(F)F)c2)cc1 | 0.65
COc1ccc(Oc2ccc(C(F)(F)F)cc2NC(=O)c2ccc(C)cc2)cc1 | 0.16
CCOCCCNC(=O)c1c[nH]c2ccc(OCC)cc2c1=O | 0.39
Cc1cc(C)nc(Nc2n[nH]c(-c3ccccc3N)n2)n1 | 0.2
Cc1cc(C)nc(NS(=O)(=O)c2ccc(NS(=O)(=O)c3ccsc3)cc2)n1 | 1.2
COCCCNC(=O)CCc1c(C)nc2c(-c3ccc(F)cc3)c(C)nn2c1C | -0.17
CCn1c(O)c(C=NCc2ccccc2)sc1=S | -0.28
COc1ccc(/C=C2/SC(=S)N(c3ccc(S(=O)(=O)Nc4nccs4)cc3)C2=O)cc1 | 0.77
CCSc1nnc(NC(=O)c2cc(-c3ccccc3O)n[nH]2)s1 | -0.64
Cc1nc(CS(=O)(=O)c2ccccn2)sc1C(=O)NNC(=O)c1ccccc1 | 0.52
CCc1ccc(Nc2ncnc3nc[nH]c23)cc1 | 1.4
O=C(NC(=O)c1c(F)cccc1F)O/N=C1\CCCc2occc21 | 0.46
Cc1ccsc1/C=N/Nc1ccc(Cl)nn1 | -0.28

# Other records:
SMILES | ROMK mod
COCc1cc(=O)oc2cc(NS(=O)(=O)c3ccc(C)cc3)ccc12 | -0.0045
COc1ccc(-n2c(=S)[nH]c3sc(-c4ccccc4)cc3c2=O)c(OC)c1 | 0.29
CC(C)(C)c1ccc(N2C(=O)CC(C/C=C/c3ccccc3)C2=O)cc1 (configuration not stated) | -0.015
CC(C)(C)OC(=O)N1CCC(CNC(=O)c2cccs2)CC1 | -0.76
COc1ccc(Nc2oc(-c3ccc(OC)cc3)nc2C#N)cc1 | -0.013
CNC(=O)CCCCC(=O)N/N=C/c1ccc(Cl)cc1Cl | 1.8
Cc1ccc(O)c(C(=O)c2cnn(C(=O)COc3ccccc3C#N)c2)c1 | -0.28
Fc1ccc(-c2nnc(Cc3ccc(Cl)cc3)o2)cc1 | -0.44
[O-]/C(=C(\C(=S)Nc1ccccc1F)[n+]1ccccc1)c1ccc(OC(F)F)cc1 | 0.45
Cc1cccc(N(C)C(=O)C2CCCN2S(=O)(=O)c2cccc3nsnc23)c1 (configuration not stated) | 0.28
COc1cc(/C=N/NC(=O)C(=O)/C=C2\NC(C)(C)Cc3ccccc32)ccc1O | 2.2*
CC1=C(C)C(C)=C(C#N)C(=C(C#N)C#N)N1 | 1.3
Cc1cc(NS(=O)(=O)c2ccc(NC(=O)CSc3nc4ncc(Cl)cc4[nH]3)cc2)nc(C)n1 | 0.18
COc1ccccc1NC(=O)N1CCN(c2ccc3nnc(-c4ccc(F)cc4)n3n2)CC1 | 0.65
COc1cc(OC)c2c(c1)C(=O)OC2OC (configuration not stated) | 0.18
O=C(Nc1ccc(Cl)cc1Cl)c1csc(-c2cccnc2)n1 | 2.3
Cc1ccc(/C=N/Nc2nc(C)cc(C)n2)cc1 | 1
O=C1CNC(=S)N1c1nc2ccccc2s1 | 0.055
O=S(=O)(O)c1nc2ccccc2n1Cc1cccc2ccccc12 | 0.56
COc1ccc(C(=O)CNc2ccc(C)cc2C)cc1 | -0.99
CCC(C)[C@H](NC(=O)N1CCC(C)CC1)C(=O)O (some centres not stated) | 1.8
C=CCc1c(C)nc(N2CCSCC2)[nH]c1=O | 0.01
O=C(CN1CCOCC1)Nc1scc2c1c(=O)oc1ccccc12 | -0.88
CCn1nnnc1SCC(=O)N1CCN(c2ccccc2)CC1 | -0.88
O=C1[C@@H]2C(c3ccc(F)cc3)=NO[C@@H]2C(=O)N1Cc1ccccc1 | -0.35
N#Cc1c(-c2cccs2)cc(-c2cccs2)[nH]c1=O | -2.2
Cc1ccc(-c2nc(NC(=O)CSc3ncn[nH]3)ns2)cc1 | -0.49
Cc1cc(C)c2oc(C(=O)NCCc3ccc(S(N)(=O)=O)cc3)cc(=O)c2c1 | 0.087
c1ccc2c(c1)CCNC2c1ccncc1 (configuration not stated) | -0.64
O=C(CNC(=O)C1COc2ccccc2O1)N/N=C\c1ccc(Cl)cc1 (configuration not stated) | -2.1

# Next part
SMILES | ROMK mod
CCOC(=O)COc1nc(-c2ccco2)cc(-c2ccco2)c1C#N | -1.1
Cc1c(C(=O)/C=C/N(C)C)nnn1-c1ccc(Cl)c(Cl)c1 | -0.024
O=C(NCc1ccc(Cl)cc1)c1ccc(CNc2c(N3CCOCC3)c(=O)c2=O)cc1 | 1.2
Cc1ccc(CNC(=O)C(C)C2Sc3ccccc3NC2=O)cc1 (configuration not stated) | -0.051
COCCNC(=O)C(C#N)c1nc2ccccc2nc1N1CCN(Cc2ccc3c(c2)OCO3)CC1 (configuration not stated) | 0.94
CC(C)(C)C(=O)Nc1c(Br)c(C2CC2)nn1-c1ccccc1 | -1.1
CCSc1nc2c(cnn2-c2ccccc2)c(=O)n1N | -0.089
CCOC(=O)CNc1nc(Cl)nc(Nc2ccc(C)cc2)n1 | -0.73
Cc1nc2c(c(=O)n1CC1CCCO1)c1nc3ccccc3nc1n2Cc1ccc2c(c1)OCO2 (configuration not stated) | 0.69
N#CC(C#N)=C(N)Nc1cccc(Cl)c1 | 0.35
COc1ccc(Cn2c(=O)[nH]c3cc(OC)c(OC)cc3c2=O)cc1 | 0.058
CCCn1c(=O)c(Br)cn(-c2ccccc2C)c1=O | 0.76
CCc1ccc(OCC(=O)O/N=C(\N)c2ccccn2)cc1 | 0.59
CCOC(=O)c1sc(CS(=O)(=O)c2ccc(Cl)cc2)nc1C | -1.9
O=C(CSc1nc2ncc(Cl)cc2[nH]1)c1ccc2c(c1)OCO2 | -0.0059
CCCCCCCCCCCCS(=O)(=O)CCC(=O)O | 1.4
Oc1ccccc1-n1nc2ccc3nonc3c2n1 | 0.00084
O=C(c1ccc(Cl)cc1Cl)N1CCSCC1 | 0.064
COC(=O)c1cccnc1Oc1ccccc1 | -0.44
Cc1onc(-c2ccccc2)c1C(=O)Oc1ccccc1 | 0.089
Cn1cc(Br)c(NC(=O)/C=C/C(=O)O)n1 | -0.32
Cc1ccc(C)c(S(=O)(=O)Nc2ccc(O)c(Sc3ncn[nH]3)c2)c1 | -0.06
CCOCCN(C(=O)c1ccccc1Cl)c1ccccc1 | 0.032
CCCCN1C(=S)SC(C)(C)C1/[N+]([O-])=C/c1ccc(S(=O)(=O)NC)cc1 (configuration not stated) | 0.025
CNC(=O)c1c(NC(=O)c2cccc(N3C(=O)CCC3=O)c2)sc2c1CCC2 | -1.5
O=C1Nc2c(c(=O)[nH]c(=O)n2-c2ccc(F)cc2)C1(NS(=O)(=O)c1ccccc1)C(F)(F)F (configuration not stated) | 1.4
Cc1nn(C)cc1N1C(=O)c2cccc3c(N)ccc(c23)C1=O | 0.48
O=C(CCNc1n[nH]c(=O)[nH]c1=O)N/N=C\c1ccc(Br)cc1 | 0.44
CCCCCc1c(O)nc(SCCN(C)C)[nH]c1=O | 0.11
CCN(CC)c1ccc(/C=N/NC(=O)c2ccc3nc[nH]c3c2)c(O)c1 | -0.17

# The listing continues:
SMILES | ROMK mod
COc1cc(/C=C2/C(=N)N3C(c4ccccc4)=CSC3=NC2=O)ccc1OCC(=O)O | -1.3
COc1ccc(CNC(=O)C2CCC(CNc3c(N4CCC(C)CC4)c(=O)c3=O)CC2)cc1 (configuration not stated) | 2.1
CC(Nc1nc(-c2ccccc2O)nc2ccccc12)c1ccccc1 (configuration not stated) | 0.11
CC(=O)Nc1ccc(S(=O)(=O)N2CCN(CCN3CCOCC3)CC2)cc1Cl | 0.65
CCc1ccc2[nH]c(O)c(N=NC3=NC(=O)CS3)c2c1 | -0.81
COc1ccc(/C=N/NC(=O)Cc2n[nH]c(=O)[nH]c2=O)cc1 | -0.57
CCOC(=O)CNC(=O)C1COc2ccccc2O1 (configuration not stated) | 2
N#C/C(=C\c1cccs1)C(=O)c1ccccc1 | -2.3
O=C1N/C(=N/N=C/c2ccc(F)cc2)SC1c1ccccc1 (configuration not stated) | 1.4
CN(C)c1cc(-c2ccc(C#N)cc2)oc(=O)c1Cl | -0.73
O=S(=O)(c1ccc(Cl)nc1)N1CCc2ccccc21 | -0.41
CCOc1ccc(Nc2c3ccccc3nc3ccccc23)cc1 | 1.5
C/C(=N/Nc1nc(-c2ccccc2F)nc2ccccc12)c1ccccc1O | 0.86
COCc1cc(=O)[nH]c(/N=C(\N)Nc2c(F)cccc2F)n1 | -0.4
O=C(N/N=C\C=C\c1ccco1)c1cncc(Br)c1 | 0.012
COCCCNC(=S)N/N=C/c1ccc(OC)c(Br)c1 | -1.1
C=CCn1c(SCC(=O)Nc2nc3ccccc3s2)nc(O)c(CC)c1=O | -0.35
O=C(/C=C/c1ccc(-c2cccc([N+](=O)[O-])c2)o1)N1CCOCC1 | 1.3

# Four of the entries above in order of the ROMK mod value, smallest number first.
compound	ROMK mod
CCc1ccc2[nH]c(O)c(N=NC3=NC(=O)CS3)c2c1	-0.81
COc1ccc(/C=N/NC(=O)Cc2n[nH]c(=O)[nH]c2=O)cc1	-0.57
C=CCn1c(SCC(=O)Nc2nc3ccccc3s2)nc(O)c(CC)c1=O	-0.35
CCOC(=O)CNC(=O)C1COc2ccccc2O1 (configuration not stated)	2

# High-throughput results (PubChem BioAssay)
